High-throughput results deposited in PubChem by National Center for Advancing Translational Sciences (NCATS).
p53 reactivation: qHTS assay for re-activators of p53 using a Luc reporter | H1299 p53-A138V BP100-luciferase reporter, luminescence, 24 h | Potency, µM (doses to about 92.2 µM), without a hit: top-dose activity change, positive = activation, hits mostly activators | 0.063% of 320,000 active | AID 504706, 2011; further: potency means the concentration at half of the fitted maximal effect; % of control where 0% means no effect; nearly all actives have a fitted effect of over 45% in size
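H1299 (p53-null), stable ts p53-A138V + BP100-Luc; 1000 cells/well, Opti-MEM/10% FBS; cpd 4 pt, 1:5; 24 h, 37 deg C, 5% CO2; detection reagent 10 min RT; luminescence.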
Tb PFK block: qHTS Assay to Find Inhibitors of T. brucei phosphofructokinase; Potency, µM (highest dose often 57.5 µM), without a hit: at the highest dose activity, negative = inhibition, actives largely listed as inhibitors; T. brucei PFK, ADP-Glo luminescence; AID 485367, 2010; ATP-dependent 6-phosphofructokinase (Trypanosoma brucei brucei), O15648; 0.17% of 330,000 active;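 further: potency means the concentration at half of the fitted maximal effect; 0% = uninhibited 1x PFK enzyme wells and -100% = no-enzyme wells; nearly all actives have a fitted effect of over 60% in size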
Target sequence (O15648 whole entry, looked up): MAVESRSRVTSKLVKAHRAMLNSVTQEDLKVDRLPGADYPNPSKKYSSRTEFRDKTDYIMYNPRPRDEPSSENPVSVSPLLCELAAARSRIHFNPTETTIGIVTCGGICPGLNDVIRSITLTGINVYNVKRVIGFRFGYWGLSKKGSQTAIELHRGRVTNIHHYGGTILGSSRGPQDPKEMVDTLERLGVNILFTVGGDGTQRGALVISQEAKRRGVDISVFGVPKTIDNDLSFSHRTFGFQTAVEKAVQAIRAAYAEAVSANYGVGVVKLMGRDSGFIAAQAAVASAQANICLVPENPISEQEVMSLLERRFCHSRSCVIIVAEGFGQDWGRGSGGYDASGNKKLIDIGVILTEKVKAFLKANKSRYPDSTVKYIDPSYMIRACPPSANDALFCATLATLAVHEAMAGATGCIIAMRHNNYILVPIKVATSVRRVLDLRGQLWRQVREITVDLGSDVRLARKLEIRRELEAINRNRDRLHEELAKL
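ADP-Glo luminescence quantified ADP after 45 min at room temperature, with 1.25 nM T. brucei PFK, 0.1 mM ATP and 0.5 mM fructose-6-phosphate in pH 8.0 TEA buffer. qHTS titrations up to 57 µM; curves classified by quality.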
RORg inh: qHTS for inhibitors of ROR gamma transcriptional activity; AID 2551, 2010; Potency, µM (doses to about 53.6 µM), for the others: at the highest dose activity change, negative = inhibition, actives largely listed as inhibitors; 5.4% of 310,000 active; Drosophila S2 Gal4-RORgamma UAS-luciferase reporter, 20 h; Nuclear receptor ROR-gamma (Mus musculus), P51450; further: potency means the concentration at half of the fitted maximal effect; on the % scale 0 is the no-effect control and ±100 the full control effect; nearly all actives have a fitted effect of over 60% in size
Target sequence (P51450 whole entry, looked up, the tested form may be a part): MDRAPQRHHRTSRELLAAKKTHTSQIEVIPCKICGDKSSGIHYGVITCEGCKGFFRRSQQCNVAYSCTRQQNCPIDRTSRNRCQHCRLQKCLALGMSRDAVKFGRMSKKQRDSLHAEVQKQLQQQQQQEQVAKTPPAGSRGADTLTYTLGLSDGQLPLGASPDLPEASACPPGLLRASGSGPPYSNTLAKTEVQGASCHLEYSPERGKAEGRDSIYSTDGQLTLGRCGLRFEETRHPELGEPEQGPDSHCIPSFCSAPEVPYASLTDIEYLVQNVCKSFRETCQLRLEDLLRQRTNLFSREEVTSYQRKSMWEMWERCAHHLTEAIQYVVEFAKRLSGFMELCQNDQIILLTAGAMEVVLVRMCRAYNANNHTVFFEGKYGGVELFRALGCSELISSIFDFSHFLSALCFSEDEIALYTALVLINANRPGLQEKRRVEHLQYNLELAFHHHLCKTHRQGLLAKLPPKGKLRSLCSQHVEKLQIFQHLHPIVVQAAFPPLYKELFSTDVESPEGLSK
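Drosophila Schneider cells stably carrying a metallothionein-driven Gal4 DBD–ROR gamma fusion and a UAS-Photinus luciferase reporter were exposed to compound for 1 hr, then induced with copper sulfate (700 uM final) for 20 hr at ambient temperature before luminescence reading.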
NPC1 promoter act: qHTS Assay for NPC1 Promoter Activators. Potency, µM (top dose mostly 9.22 µM), for inactives: at the highest dose activation, usual class: activators. 2.4% of 320,000 active. AID 485313, 2010. Huh7 NPC1 promoter luciferase reporter, 24 h;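 further: potency means the concentration at half of the fitted maximal effect; % of control where 0% means no effect; nearly all actives have a fitted effect of over 60% in size; reporter is driven by a mutant NPC1 promoter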
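NPC1 promoter–luciferase Huh7 cells; 24 h compound; luminescence.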
Rab9 promoter act: qHTS Assay for Rab9 Promoter Activators; 2.8% of 320,000 active; Huh7 Rab9 promoter-luciferase reporter, luminescence, 24 h; AID 485297, 2010; Potency, µM (series often up to 9.22 µM), without a hit: top-dose activation, negative = inhibition, usual class: activators; further: potency means the concentration at half of the fitted maximal effect; % of control where 0% means no effect; nearly all actives have a fitted effect of over 60% in size
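Luminescence from Amplite-detected luciferase (10 minutes, ambient) reports Rab9 promoter activation. Before that, stable Rab9-luciferase Huh7 cells (1500/well, reduced-serum OP-MEM I plus 10% FBS) were exposed to compound for 24 hours at 37C.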
FLuc modulator: qHTS profiling assay for firefly luciferase inhibitor/activator using purifed enzyme and Km concentrations of substrates (counterscreen for miR-21 project); purified FLuc, Km substrates, luminescence inhibition; AID 588342, 2011; Luciferin 4-monooxygenase (Photinus pyralis), P08659; 6.9% of 360,000 active; Potency, µM (titrated, usually from 57.5 µM), inactives show at the top dose activity change, negative = inhibition, usual class: inhibitors;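 further: potency means the concentration at half of the fitted maximal effect; plate controls were vehicle for no effect and reference inhibitor for full effect; nearly all actives have a fitted effect of over 55% in size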
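Purified P. pyralis luciferase (10nM final) with 10uM D-luciferin and 10uM ATP (Km levels) in 50mM Tris acetate pH 7.5, 10mM Mg acetate, 0.01% Tween-20, 0.05% BSA; qHTS 6-point titration, ~60 µM downward; luminescence read.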
ELG1 genotoxic: qHTS screen for small molecules that induce genotoxicity in human embryonic kidney (HEK293T) cells expressing luciferase-tagged ELG1; AID 504466, 2011; HEK293T ELG1-luciferase reporter, luminescence, 16 h; 1.3% of 330,000 active; Potency, µM (top dose mostly 46 µM), for the others: at the top dose activity change, positive = activation, usual class: activators; further: potency means the concentration at half of the fitted maximal effect; % of control where 0% means no effect; nearly all actives have a fitted effect of over 60% in size
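ELG1-luciferase HEK293T cells, 2,000/well; compound pinned in; 16 hr, 37 °C, 5% CO2; ONE-Glo, 30 min RT; luminescence on CCD imager.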
ELG1 DNA repair: qHTS screen for small molecules that inhibit ELG1-dependent DNA repair in human embryonic kidney (HEK293T) cells expressing luciferase-tagged ELG1. HEK293T ELG1-luciferase reporter, luminescence, 16 h; DNA damage induced by 5-fluorouridine. 2.3% of 330,000 active. AID 504467, 2011. Potency, µM (series often up to 46.1 µM), without a hit: at the highest dose activity change, negative = inhibition, usual class: inhibitors; further: potency means the concentration at half of the fitted maximal effect; on the % scale 0 is the no-effect control and ±100 the full control effect; nearly all actives have a fitted effect of over 55% in size
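Cells (2,000 per well) received 5-fluorouridine plus test compound or DMSO and were incubated 16 hr at 37 °C, 5% CO2. Luciferase activity was read by luminescence 30 min after ONE-Glo addition; signal suppression marked inhibition of damage-induced ELG1 function.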
VP16 counter: VP16 counterscreen qHTS for inhibitors of ROR gamma transcriptional activity. AID 2546, 2010. Potency, µM (highest dose often 53.6 µM), for the others: at the top dose activity, negative = inhibition, usual class: inhibitors. 3.5% of 310,000 active. Drosophila S2 Gal4-VP16 UAS-luciferase, luminescence, 20 h;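 further: Gal4-VP16 expression switched on by copper sulfate through the metallothionein promoter; potency means the concentration at half of the fitted maximal effect; on the % scale 0 is the no-effect control and ±100 the full control effect; nearly all actives have a fitted effect of over 50% in size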
TRPV1 ag: HTS Assay for Compounds that Act as Agonists of the Vanilloid Receptor 1; TRPV1-expressing cells, Fluo-8 calcium influx, agonist mode; activation, % at 8.33 µM; 0.19% of 320,000 active; in the data active means activation above about 80%; inconclusive means between about 30% and that limit; further: 0% is about no effect
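Fluo-8 calcium influx in TRPV1-expressing cells, kinetic read (ex 480/em 520 nm). Compound added and read 3 min for agonist activity, followed by capsaicin at EC20 final and 2 min further read for enhancement.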
BRCA1 expr up: qHTS Assay to Identify Small Molecule Activators of BRCA1 Expression; MCF7-BRCA1-FFLuc reporter, luminescence, 48 h; response scale: scaled: vehicle 0%, 10 µM genistein 100%; Potency, µM (series often up to 46.1 µM), without a hit: at the top dose activation, hits mostly activators; 1.1% of 380,000 active; further: potency means the concentration at half of the fitted maximal effect; nearly all actives have a fitted effect of over 80% in size; some results filed as inactive show a strong effect at the top dose
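MCF7 cells carrying a BRCA1-firefly luciferase reporter (2000 cells/well, phenol-red free MEM) were attached for 2 h at 37 °C, then given compounds for 48 h. Luminescence was read 15 min after luciferase reagent; activity normalized to genistein (10 microM) and DMSO.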
Starred values were filed as active, the others as inactive; ? = inconclusive; / = no result given; [ ] = dose if it differs, or a comment. Unless noted, the call rests on the fitted dose curve; in most records, active means well fitted curve in the direction sought with a large enough effect; inconclusive means small, poorly fitted or top-dose-only effect, or another doubt; inactive means no such curve, though single readings can be large; an effect the other way counts as inactive or inconclusive.

SMILES	p53 reactivation	Tb PFK block	RORg inh	NPC1 promoter act	Rab9 promoter act	FLuc modulator	ELG1 genotoxic	ELG1 DNA repair	VP16 counter	TRPV1 ag	BRCA1 expr up
Cc1[nH]n(CCC#N)c(=O)c1CC(=O)N1CCN(c2ccccc2)CC1	0%	-9%	-11%	-1%	0%	5%	0%	0%	1%	-3	5%
CCOC(=O)c1cccc(NC(=O)CCc2nc(-c3ccccc3F)no2)c1	-7%	4%	-17%	-5%	-2%	7%	1%	-8%	-1%	2	-8%
CC1CCc2nc3ccc(S(=O)(=O)N4CCC(C(=O)NC5CCCC5)CC4)cc3c(C(=O)O)c2C1 (stereo not given)	-1%	-8%	0%	1%	2%	-1%	6%	-4%	-9%	-2	-16%
CCCCN(C)/C=N/c1c(C#N)cnn1-c1ccc(C)cc1	-5%	6%[0.46 µM]	-15%	-4%	0%	3%	1%	?	0%	29	-19%
C=CCNc1nc(C(=O)OCC(=O)c2ccc(OC)cc2OC)cs1	8%	0%	/	25%	29%	0%	11%	?	/	0	29%
CC1CC(=O)Nc2ccccc2N1S(=O)(=O)c1cccc(F)c1 (stereo not given)	0%	0%	3%	-1%	?	0%	1%	0%	-7%	5	-6%
COc1ccc(-c2cc(C(=O)NCCc3ccccc3)no2)cc1OC	2%	-8%	18%	0%	-8%	11%	6%	?	-9%	-2	4%
COc1ccccc1/C=C/C(=O)OCCN1C(=O)c2ccccc2C1=O	3%	-5%	-8%	-2%	0%	-2%	-1%	10%	-1%	6	-15%
O=C(O)c1cccc2c1C(=O)c1ccc(N3CCCC3)cc1S2(=O)=O	6%	1%	/	0%	2%	?	4%	23%	/	10	8%
Cc1ccc(C(=O)Nc2cc(Cl)ccc2-n2cncn2)o1	7%	-3%	/	1%	-5%	0%	12%	8%	/	0	-48%
O=C(CN1C(=O)c2ccccc2S1(=O)=O)c1ccc(O)c(O)c1	9%	1%	-13%	18%	?	-3%	7%	?	-9%	1	-34%
O=C(NCC1CCCCC1)c1ccc(Cl)nc1	0%	-17%	18%	-9%	2%	2%	-1%	12%	2%	24	2%
C=CCc1c(C)nc(SCC(=C)C)[nH]c1=O	0%	2%	1%	1%	4%	-2%	5%	13%	-1%	1	-10%
COc1cc(/C=N/O)ccc1OCc1ccc(Cl)cc1	9%	-2%	1.1µM*	0.63µM*	0.4µM*	1.3µM*	2.1µM*	?	?	1	/
O=C(NC(O)C(=O)c1ccc(F)cc1)c1ccc(F)cc1 (stereo not given)	?	2%	25%	-3%	0%	-12%	-1%	8%	29%	0	-2%
O=C1NC(c2ccc(F)cc2)Oc2ccccc21 (stereo not given)	/	1%	17%	-17%	-2%	3%	0%	-1%	-7%	0	2%
CC1CCc2nn(CC(=O)NCCN3CCOCC3)cc2C1 (stereo not given)	-1%	-5%	5%	2%	-4%	8%	-11%	23%	4%	0	18%
Cc1ccc(-n2c(C)cc(C(=O)OCC(=O)N(CC(C)C)C3CCS(=O)(=O)C3)c2C)cc1 (stereo not given)	28%	-1%	27%	2%	1%	1%	1%	-23%	-11%	-3	4%
O=C(Cn1cnc2ccccc2c1=O)Nc1nnc(SCc2ccc(Cl)cc2)s1	-1%	-19%	1%	-4%	-2%	0%	-1%	1%	5%	4	21%
CC(C)(C)NC(=O)C(c1ccccn1)N(C(=O)C1CSC(=O)C1)c1cccc(F)c1 (stereo not given)	-2%	0%	0%	-1%	-6%	4%	0%	?	-4%[10 µM]	1	1%

Single records (already shown):
COc1cc(/C=N/O)ccc1OCc1ccc(Cl)cc1 is listed as p53 reactivation = 9%; Tb PFK block = -2%; RORg inh = 1.1µM*; NPC1 promoter act = 0.63µM*; Rab9 promoter act = 0.4µM*; FLuc modulator = 1.3µM*; ELG1 genotoxic = 2.1µM*; ELG1 DNA repair = ?; VP16 counter = ?; TRPV1 ag = 1; BRCA1 expr up = /
COc1ccccc1/C=C/C(=O)OCCN1C(=O)c2ccccc2C1=O is listed as p53 reactivation = 3%; Tb PFK block = -5%; RORg inh = -8%; NPC1 promoter act = -2%; Rab9 promoter act = 0%; FLuc modulator = -2%; ELG1 genotoxic = -1%; ELG1 DNA repair = 10%; VP16 counter = -1%; TRPV1 ag = 6; BRCA1 expr up = -15%

(cont.)
SMILES	p53 reactivation	Tb PFK block	RORg inh	NPC1 promoter act	Rab9 promoter act	FLuc modulator	ELG1 genotoxic	ELG1 DNA repair	VP16 counter	TRPV1 ag	BRCA1 expr up
COc1ccccc1CNC(=O)CN1C(=O)NC(C)(c2ccc(C(C)(C)C)cc2)C1=O (stereo not given)	-4%	2%	22%	0%	3%	-1%	-5%	-15%	10%	?	-24%
CN(C)C(=O)CSc1nc2cc(S(=O)(=O)N3CCOCC3)ccc2o1	-6%	-4%	/	/	/	/	-1%	9%	/	/	-2%
COc1ccccc1CC(=O)Nc1ccc2[nH]ncc2c1	-9%	0%	4%	12%	-2%	-11%	-6%	-9%	-2%	0	-7%
Cc1ccccc1-c1noc(CCC(=O)NCCc2ccccc2)n1	-3%	0%	-11%	-5%	-7%	0%	-1%	1%	-4%	11	0%
N#C/C(=C\c1cn(CCOc2ccccc2F)c2ccccc12)C(=O)NCc1cccs1	-3%	2%	-10%	-5%	7%	1%	6%	14%	-23%	2	-19%
CC(NC(=O)Cc1ccccc1)C(c1ccccc1)N1CCOCC1 (stereo not given)	4%	0%	-9%	-1%	2%	-1%	-2%	-4%	3%	-3	-2%
O=C(Nc1nnc(C2CC2)o1)c1ccc(S(=O)(=O)N2CCc3ccccc3C2)cc1	-2%	-3%	0.71µM*	2%	-4%	?	-11%	?	1.8µM*	0	-22%
CCCN(C(=O)c1ccc2c(SCC(=O)O)c3c(nc2c1)CCC3)c1cccc(C)c1	-4%	0%	-2%	-5%	-4%	3%	-2%	6%	2%	0	0%
CCc1cccc(NC(=O)c2cccc3c2C(=O)N(CC2CCCO2)C3)c1 (stereo not given)	-2%	-6%	-2%	-5%	0%	?	-8%	?	-3%	20	-14%
C/C(=N\Nc1ccccc1C(=O)O)c1ccncc1	?	1%	-35%	2.2µM*	3.2µM*	11µM*	3.3µM*	?	-18%	0	?
O=C(O)c1cccc2c1C(=O)N(C1CCCC1)C2	/	3%	/	-4%	0%	0%	0%	5%	/	0	-19%
Cc1ccc(-n2c(SCC(N)=O)nnc2-c2cnccn2)cc1	0%	1%	-3%	-5%	1%	2%	2%	1%	-8%	-2	-12%
CN(C)S(=O)(=O)c1ccc(C(=O)Oc2ccccc2)cc1	5%	-8%	1%	-2%	-2%	-5%	1%	0%	-2%	16	2%
CCn1cc(C(=O)N2CC(C)CC(C)C2)c(=O)c2cc(S(=O)(=O)N3CCCC3)ccc21 (stereo not given)	-13%	-5%	14%	1%	-6%	3%	1%	0%	10%	6	-3%
O=C(CN1CCN(Cc2ccccc2)CC1)NCc1ccc(Cl)cc1	-5%	-3%	-5%	0%	1%	7%	-10%	-5%	-4%	11	-9%
CC(=O)c1ccc(OCCCC(=O)Nc2cc(Cl)ccc2-n2cncn2)cc1	-2%	-3%	25%	0%	-4%	0%	-10%	?	6%	-6	-44%
CCC(=O)Nc1nnc(SCC(=O)NC2CCCC2)s1	1%	0%	-17%	0%	1%	2%	2%	10%	-7%	1	-20%

Looked up above.
For RORg inh, `O=C(CN1CCN(Cc2ccccc2)CC1)NCc1ccc(Cl)cc1` has -5%
For p53 reactivation, `O=C(Nc1nnc(C2CC2)o1)c1ccc(S(=O)(=O)N2CCc3ccccc3C2)cc1` has -2%
For BRCA1 expr up, `O=C(O)c1cccc2c1C(=O)N(C1CCCC1)C2` has -19%
For Tb PFK block, `COc1ccccc1CNC(=O)CN1C(=O)NC(C)(c2ccc(C(C)(C)C)cc2)C1=O` (stereo not given) has 2%
For ELG1 genotoxic, `CCCN(C(=O)c1ccc2c(SCC(=O)O)c3c(nc2c1)CCC3)c1cccc(C)c1` has -2%
For RORg inh, `CN(C)S(=O)(=O)c1ccc(C(=O)Oc2ccccc2)cc1` has 1%
